Bioassay records from PubChem.
NS3 helicase inh: HCV NS3 helicase inhibition; NS3 helicase DNA unwinding, Cy5 molecular beacon fluorescence; inhibition, % at 10.9 µM; actives 0.56% (n = 290,000); AID 1800;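 active means inhibition above the mean of all tested compounds plus 3 SD, set per campaign, cut at about 35% in these data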;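 further: 0% = DMSO wells and 100% = thioflavine S control wells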
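Assay system – hepatitis C virus NS3 helicase domain fragment enzyme · Buffer or medium – MOPS pH 6.5, MgCl2, DTT, Tween20, BSA · Reagent – Cy5/quencher beacon DNA duplex and ATP to start · Compound – single 10.9 µM dose · Timing – 1 h at 25 °C · Technique – Cy5 beacon fluorescence read at start and 1 h · Measure – % inhibition of unwinding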
VIM-2 inh: inhibitors of Pseudomonas aeruginosa VIM-2 metallo-beta-lactamase; purified VIM-2, nitrocefin hydrolysis, epi-absorbance fluorescence; inhibition, % at 5.6 µM; actives 0.89% (n = 290,000); AID 1527;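 active means inhibition above the mean of all tested compounds plus 3 SD, cutoff set per screening run, cut at about 7.5% in these data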;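 further: red hydrolysis product quenches plate fluorescence so inhibitors raise well fluorescence; 0% = enzyme with DMSO and 100% = DMSO without enzyme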
IMP-1 inh: blocks Pseudomonas aeruginosa IMP-1 metallo-beta-lactamase | actives 0.45% (n = 290,000) | inhibition, % at 5.6 µM | purified IMP-1, nitrocefin hydrolysis, epi-absorbance fluorescence;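 active means inhibition above the mean plus 3 SD of all compounds in the same screening run, cut at about 4.5% in these data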;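 further: 0% = IMP-1 with DMSO and 100% = DMSO wells lacking enzyme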
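System: purified IMP-1 / Input: IMP-1 dispensed at 0.2 nM / Medium: 50 mM HEPES pH 7.1, 50 µM ZnSO4, 0.05% Brij 35 / Timing: 15 min enzyme–compound preincubation, then 25 min nitrocefin reaction, 25 °C / Technique: plate fluorescence quenching by hydrolysis product, ex 480/em 530 nm / Repeats: singlicate testing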
NALP1 inh: inhibitors of NALP1 inflammasome in yeast. inhibition, % at 10 µM. AID 2071. S. cerevisiae NALP1/ASC/caspase-1 growth, X-gal OD620, 72 h. actives 0.61% (n = 280,000); in the data active means inhibition mostly above about 24%, no sharp cut-off; inactive means mostly below about 32%; further: some compounds called inactive have numbers as strong as hits
UBC9 SUMO inh: blocks human SUMOylation mediated by UBC9; P63279; HTRF SUMOylation assay, SAE1/SAE2 + UBC9, in vitro; inhibition, % at 35 µM; actives 0.36% (n = 290,000); AID 2006; in the data active means inhibition above about 50%, passing the limit was not always enough; further: strong numbers were not always called active
Target sequence (P63279 whole entry, looked up): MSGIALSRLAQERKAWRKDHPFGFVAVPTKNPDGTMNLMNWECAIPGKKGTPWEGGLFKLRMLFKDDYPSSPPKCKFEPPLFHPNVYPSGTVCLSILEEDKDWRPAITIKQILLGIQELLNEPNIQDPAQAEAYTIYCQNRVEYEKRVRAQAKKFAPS
MEKK2 mut-MEK5: signal of MEK5 binding to mutant human MEKK2 PB1 domain | actives 0.35% (n = 290,000) | percent response, % at 10 µM | bead flow cytometry, Alexa488-MEK5 binding to MEKK2 mutant | AID 1530; in the data active means percent response above about 24%, passing the limit was not always enough; further: inactives centre near 1; some results filed as inactive read as strong as hits; reference of the scale not given here
MEKK2 WT-MEK5: raises or lowers MEK5 binding to wildtype human MEKK2 PB1 domain. Q9Y2U5. binding response (% of control), % at 10 µM. actives 1.1% (n = 290,000). bead flow cytometry, Alexa488-MEK5 binding to MEKK2 WT; actives lie on both sides; in the data active means binding response below about 67% or above about 130%
M18AAP inhibitor: PfM18AAP enzyme inhibition | actives 1.2% (n = 290,000) | inhibition, % at 7.35 µM | recombinant PfM18AAP, H-Glu-NHMec fluorogenic cleavage;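 active means inhibition above the campaign mean inhibition over all tested compounds plus 3 SD, cut at about 28% in these data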;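 further: 0% = plate median of test compound wells and 100% = 2 mM ZnCl2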
FID counter: counter-screen for HCV NS3 helicase inhibitors: DNA intercalator displacement | inhibition, % at 7.9 µM | DNA fluorescent intercalator displacement, fluorescence | actives 0.17% (n = 290,000); in the data active means inhibition above about 37%;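 further: 0% = vehicle and 100% = reference compound; higher means more ethidium bromide displaced from hairpin DNA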
Active calls of the source: *; x = no result given.

smiles | IMP-1 inh | MEKK2 mut-MEK5 | M18AAP inhibitor | VIM-2 inh | NALP1 inh | NS3 helicase inh | UBC9 SUMO inh | FID counter | MEKK2 WT-MEK5
CC(C)CNC(=O)c1ccccc1NC(=O)CN(c1ccc2c(c1)OCCO2)S(C)(=O)=O | -4.0 | -9 | -1 | 2.1 | 33 | -2 | 10 | -25 | 86
Cc1ccc(-n2ncc3c(=O)n(CC(=O)NC4CCCC4)cnc32)cc1C | -0.8 | 4 | 2 | -2.3 | 13 | 1 | -3 | 2 | 105
COc1ccccc1NC(=O)CCc1nc(-c2cccs2)no1 | -4.8 | x | 6 | -4.7 | -4 | 1 | -4 | -11 | x
N/C(=N\OC(=O)c1ccc2c(c1)OCO2)c1cccnc1 | -2.0 | -3 | 0 | -2.3 | -14 | 6 | 2 | 1 | 98
CN(C)c1ccc(CN(C(=O)COc2ccc(Br)cc2)C2CCS(=O)(=O)C2)cc1 (stereo not drawn) | 1.7 | -9 | 10 | 0.9 | 10 | -2 | 13 | -34 | 94
CC(=O)c1c(C)[nH]c(C(=O)OCC(=O)Nc2sc3c(c2C#N)CCCC3)c1C | -2.2 | -3 | 4 | -1.9 | 35 | 4 | 3 | -2 | 90
CN1C(=O)N(C)c2ccc(Br)c3cccc1c23 | 0.9 | -1 | -4 | 11* | -2 | 17 | 0 | -24 | 105
CN1c2ccccc2Oc2c(c(=O)n(C)c(=O)n2C)C1c1cccc([N+](=O)[O-])c1 (stereo not drawn) | -0.6 | 0 | 0 | -1.5 | -2 | -4 | -9 | -5 | 101
CCn1nc(C)c(CNC(=O)C2CCC(=O)N(Cc3cccc(F)c3)C2)c1C (stereo not drawn) | -1.0 | 3 | -2 | -0.9 | 5 | 0 | -3 | -14 | 103
Nc1nc(SCc2ccccc2)c2[nH]cnc2n1 | -3.5 | 2 | 10 | -3.9 | -9 | -3 | 1 | -4 | 98
O=S(=O)(NCC(c1cccnc1)N1CCOCC1)c1ccc(Cl)cc1 (stereo not drawn) | -2.4 | 3 | -3 | -2.8 | 0 | 2 | -1 | -2 | 102
CN(CCOC(=O)CN1C(=O)c2ccccc2C1=O)C1=NS(=O)(=O)c2ccccc21 | -2.8 | -4 | 2 | -1.6 | 4 | -6 | -6 | -1 | 93
Cc1cc(NC(=O)C2CC(c3ccc(Cl)cc3)=NO2)no1 (stereo not drawn) | 1.0 | 4 | 2 | -3.8 | -6 | 1 | 7 | 0 | 114
Cc1[nH]c2ccccc2c1/C=N/Nc1cccc(C(=O)O)c1 | -2.9 | -32 | 21 | -1.2 | -1 | 11 | 17 | -11 | x
O=C(Nc1ccc(Br)cc1)Nn1cnnc1 | 0.2 | 1 | 73* | -2.1 | 17 | -6 | 45 | -1 | 99
Cc1ccc(OCC(=O)N(Cc2cccs2)C2CCS(=O)(=O)C2)cc1C (stereo not drawn) | -2.2 | 5 | -5 | -3.3 | -2 | -1 | -2 | -36 | 100
O=C(NCc1ccccc1)c1ccc2c(=O)n(CCCN3CCCC3=O)c(=S)[nH]c2c1 | -4.5 | -3 | -3 | -6.2 | -11 | 1 | 4 | -31 | 91
CCOC(=O)c1cccc(NC(=O)c2ccc3c(c2)OCO3)c1 | -2.9 | -1 | 5 | -1.5 | -12 | -3 | 2 | -15 | 101
CC(=O)NS(=O)(=O)c1ccc(Nc2ccc([N+](=O)[O-])c3nonc23)cc1 | -6.4 | -3 | 7 | -5.5 | x | -3 | -8 | -1 | 103
CCCCn1c(SCC(=O)N2CCOCC2)nnc1-c1ccoc1C | -5.8 | 2 | -1 | -1.7 | 6 | -1 | -8 | -10 | 107
COc1ccc(N2CCN(Cc3nc4c(c(=O)n(C)c(=O)n4C)n3C(C)C(C)=O)CC2)cc1 (stereo not drawn) | -0.3 | 0 | -1 | -2.2 | -1 | -2 | -9 | -20 | 98
Cc1ccc(S(=O)(=O)Nc2nc3ccc(S(C)(=O)=O)cc3s2)cc1 | -1.4 | -2 | 1 | 0.9 | 1 | 10 | 1 | -27 | 95
Cc1cc(C)n(CCC(=O)N/N=C/c2ccc(O)cc2O)n1 | -4.0 | 6 | 4 | -3.7 | 21 | -7 | -4 | 2 | 87
CCOC(=O)c1c(NC(=O)CSc2nnnn2-c2ccc3c(c2)OCO3)sc(C)c1C | -0.5 | -4 | -6 | 0.9 | 0 | -12 | -4 | 0 | 97
COc1cc(/C=C/C(=O)O)cc(S(=O)(=O)N2CCc3ccccc32)c1OC | 0.8 | -8 | 2 | -3.1 | 3 | 1 | 0 | -27 | 96
O=[N+]([O-])c1cccc(S(=O)(=O)Nc2ccc(S(=O)(=O)N3CCCC3)cc2)c1 | -1.8 | 9 | 5 | -2.3 | 4 | 9 | 2 | -11 | 108
O=C(Cc1c(F)cccc1Cl)Nc1ncc([N+](=O)[O-])s1 | -3.8 | 5 | 6 | -3.3 | -38 | -14 | 3 | 16 | 102
COCCn1c(C(C)C)nc2ccccc21 | -2.3 | -29 | 1 | -2.8 | x | 7 | -8 | 4 | 92
COc1ccc(N2CSC3=C(C#N)C(c4cc(OC)ccc4OC)CC(=O)N3C2)c(OC)c1 (stereo not drawn) | -0.3 | 1 | 18 | 1.2 | 5 | 28 | 4 | -29 | 92
Cc1nc2cc(C(=O)N3c4ccccc4CC3C)ccc2s1 (stereo not drawn) | -1.8 | -6 | -7 | 0.1 | 0 | -6 | 18 | -16 | 96
Cc1nc(NCCCN2CCOCC2)c2oc3ccccc3c2n1 | -2.4 | 10 | -10 | 29* | 6 | -4 | 6 | 21 | 95
C/C=C/CSc1nc2c(c(=O)[nH]c(=O)n2C)n1Cc1ccc(C)cc1 | -6.6 | 2 | -1 | -4.6 | 30 | -3 | 10 | -4 | 103
Nc1c(-c2ccccc2)cnn1-c1cccc(C(F)(F)F)c1 | 0.6 | 9 | 2 | 1.9 | 43 | -8 | -14 | -4 | 103
Cc1nc2ccccc2c2c1C(=O)N(c1ccc(C(=O)O)cc1)C2=O | -0.7 | -4 | -2 | -1.8 | -19 | -16 | 21 | 6 | 97
CCOCCCNC(=O)c1c[nH]c2ccc(S(=O)(=O)Nc3cccc(OC)c3)cc2c1=O | -4.3 | 6 | 8 | -7.2 | 13 | -3 | 20 | 19 | 111
CCCNC(=O)c1ccccc1SCc1c(C)noc1C | -0.7 | 5 | -7 | -1.4 | 6 | 6 | 7 | -10 | 105

Complete entries, looked up by structure:
Nc1c(-c2ccccc2)cnn1-c1cccc(C(F)(F)F)c1 in the list: IMP-1 inh = 0.6; MEKK2 mut-MEK5 = 9; M18AAP inhibitor = 2; VIM-2 inh = 1.9; NALP1 inh = 43; NS3 helicase inh = -8; UBC9 SUMO inh = -14; FID counter = -4; MEKK2 WT-MEK5 = 103
COc1ccc(N2CSC3=C(C#N)C(c4cc(OC)ccc4OC)CC(=O)N3C2)c(OC)c1 (stereo not drawn) in the list: IMP-1 inh = -0.3; MEKK2 mut-MEK5 = 1; M18AAP inhibitor = 18; VIM-2 inh = 1.2; NALP1 inh = 5; NS3 helicase inh = 28; UBC9 SUMO inh = 4; FID counter = -29; MEKK2 WT-MEK5 = 92

Part of the list above, reformatted:
C/C=C/CSc1nc2c(c(=O)[nH]c(=O)n2C)n1Cc1ccc(C)cc1
  IMP-1 inh = -6.6; MEKK2 mut-MEK5 = 2; M18AAP inhibitor = -1; VIM-2 inh = -4.6; NALP1 inh = 30; NS3 helicase inh = -3; UBC9 SUMO inh = 10; FID counter = -4; MEKK2 WT-MEK5 = 103

O=[N+]([O-])c1cccc(S(=O)(=O)Nc2ccc(S(=O)(=O)N3CCCC3)cc2)c1
  IMP-1 inh = -1.8; MEKK2 mut-MEK5 = 9; M18AAP inhibitor = 5; VIM-2 inh = -2.3; NALP1 inh = 4; NS3 helicase inh = 9; UBC9 SUMO inh = 2; FID counter = -11; MEKK2 WT-MEK5 = 108

Other records
smiles | IMP-1 inh | MEKK2 mut-MEK5 | M18AAP inhibitor | VIM-2 inh | NALP1 inh | NS3 helicase inh | UBC9 SUMO inh | FID counter | MEKK2 WT-MEK5
O=S(=O)(NC(=NC1CCCCC1)c1ccccc1)c1ccc(F)cc1 | -3.7 | 6 | -1 | -0.5 | 0 | 15 | 0 | -24 | 101
COc1cc(NC(=O)CN(C)C2CCCCC2)c(C)cc1[N+](=O)[O-] | -3.8 | 0 | -3 | -2.2 | 24 | 2 | -10 | 2 | 102
O=C(NCC1CCCO1)c1ccc2c(=O)n(Cc3cccc(Br)c3)c(=S)[nH]c2c1 (stereo not drawn) | -4.0 | -1 | 4 | -1.2 | 0 | -1 | 5 | 5 | 102
Cc1ccc(NC(=O)CCNS(=O)(=O)c2ccc3c(c2)oc(=O)n3C)c(C)c1 | -0.9 | 0 | -7 | 1.2 | -10 | -6 | -1 | -1 | 101
CCOc1ccc(NC(=O)CSc2nc(C)cc(C)n2)cc1 | -3.0 | -8 | -4 | -3.9 | 1 | 7 | 5 | -16 | 103
COC(=O)CSc1nnc(CNS(=O)(=O)c2ccc(Cl)cc2)n1C | -3.0 | 1 | 3 | -3.8 | 7 | 4 | 9 | 1 | 102
COC(=O)C1=CN(c2ccc(OC)cc2)C=C(C(=O)OC)C1c1ccc([N+](=O)[O-])cc1 | -1.6 | -3 | -11 | 1.4 | 10 | -14 | -4 | -32 | 99
CCOC(=O)C1(CCOc2ccccc2)CCN(Cc2ccc(C#CCCO)cc2)CC1 | -3.0 | 7 | 4 | -2.7 | 8 | -21 | -1 | 10 | 111
CCc1ccc(C(=O)NNC(=S)Nc2ccc(S(N)(=O)=O)cc2)s1 | -3.1 | -4 | 10 | -3.8 | 7 | -4 | 7 | -4 | 95
CCC(CC)C(=O)NCCc1ccc(OC)c(OC)c1 | -0.3 | -2 | -3 | -0.4 | x | -2 | -3 | 2 | 95
S=C(NCC1CCCO1)NC1CCCCC1 (stereo not drawn) | -1.2 | -12 | -4 | -3.5 | -8 | -6 | 18 | 3 | 87
COc1ccc(C=O)cc1COc1ccc([N+](=O)[O-])c(C)c1 | -0.9 | -7 | 6 | 1.2 | 22 | -12 | 17 | 4 | 100
COCCSc1nnc(NC(=O)c2ccc3c(c2)OCO3)s1 | 0.2 | -10 | -7 | 1.8 | -13 | -7 | 17 | -3 | 74
COc1ccc(C(=O)Nc2ccc(C(=O)Nc3cccc(C)c3)cc2)cc1 | -0.8 | -2 | -1 | -1.5 | 16 | -4 | 6 | -12 | 102
Cc1ccc(-c2cc(C(F)(F)F)c(C#N)c(SCCC#N)n2)o1 | -1.0 | 5 | 0 | -2.4 | 15 | 5 | 5 | -4 | 107
O=C(COc1ccccc1)N=C1SC2CS(=O)(=O)CC2N1Cc1ccccc1 (stereo not drawn) | -4.4 | 6 | 8 | -3.4 | 10 | 1 | 6 | -38 | 100
CC(C)(C)OC(=O)N[C@@H](Cc1ccccc1)C(=O)N1CCC(C(=O)NCC(=O)O)CC1 | -3.4 | 6 | -1 | -2.2 | -1 | -3 | 9 | -17 | 105
Cc1onc(-c2ccccc2Cl)c1-c1nc(-c2ccccn2)no1 | -2.1 | x | 4 | -0.8 | 6 | -9 | -8 | -18 | x
CCCc1[nH]nc2c1C(C1CC=CCC1)C(C#N)=C(N)O2 (stereo not drawn) | -2.8 | -1 | 1 | 1.5 | 34 | -1 | -15 | -8 | 93

This is a random part of the collection (roughly 4.7% active in at least one column).
